Source: PubChem BioAssay
Tau fluor counter – counter-screen for tau fibril formation inhibitors. tau K18 P301L Alexa594 fluorescence, heparin fibrillization. AID 1463. Potency, µM (series often up to 57.7 µM), for inactives: at the top dose activity change, negative = decrease. hit rate 0.93% among 280,000; also: nearly all actives have a fitted effect of over 55% in size
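Human tau K18 P301L (15 uM unlabeled, 0.24 uM Alexa 594-labeled) in 100 mM sodium acetate pH 7 with 20 uM heparin, 6 hr at 37 C. ThT 30 uM added, 1 hr ambient; Alexa 594 FP and total fluorescence read at 555/632 nm.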
Tau ThT inhib – blocks human tau fibril formation measured by thioflavin T | AID 1460 | recombinant tau K18 P301L (four-repeat tau fragment), heparin-induced fibrillization, ThT fluorescence | Potency, µM (top dose mostly 57.4 µM), for inactives: at the top dose activity, negative = inhibition, usual class: inhibitors | hit rate 2.1% among 270,000 | P10636; also: nearly all actives have a fitted effect of over 55% in size
Target sequence (P10636 561-689 P618L limits assumed): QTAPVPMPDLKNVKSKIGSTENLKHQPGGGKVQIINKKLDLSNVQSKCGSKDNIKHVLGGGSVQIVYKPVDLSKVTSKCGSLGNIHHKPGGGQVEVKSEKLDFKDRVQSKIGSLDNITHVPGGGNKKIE
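In this qHTS, human K18 P301L tau is incubated with compound and heparin for 6 hr at 37 C, and Thioflavin T fluorescence then reports fibril load.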
aGal spleen mod – inhibitors or activators of human alpha-galactosidase in spleen homogenate | P06280 | human spleen homogenate, 4MU-alpha-Gal fluorescence, 40 min | Potency, µM (highest dose often 80 µM), for the others: at the top dose activity change, negative = inhibition, most hits filed as inhibitors | hit rate 0.008% among 240,000 | AID 2107;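 also: 0% = enzyme with vehicle and -100% = no enzyme basal signal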
Target sequence (P06280 32-429 limits assumed): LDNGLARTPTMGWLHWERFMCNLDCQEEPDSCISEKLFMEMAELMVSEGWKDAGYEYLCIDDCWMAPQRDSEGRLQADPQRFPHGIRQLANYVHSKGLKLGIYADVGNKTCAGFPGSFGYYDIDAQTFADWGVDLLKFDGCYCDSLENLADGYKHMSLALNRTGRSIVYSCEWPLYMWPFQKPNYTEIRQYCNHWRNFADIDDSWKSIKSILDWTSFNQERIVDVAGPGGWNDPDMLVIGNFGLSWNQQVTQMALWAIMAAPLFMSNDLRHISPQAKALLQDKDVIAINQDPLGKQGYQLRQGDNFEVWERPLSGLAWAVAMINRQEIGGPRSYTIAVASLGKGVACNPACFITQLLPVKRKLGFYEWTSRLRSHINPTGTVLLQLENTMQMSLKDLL
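Inhibition or activation of alpha-galactosidase in human spleen homogenate is scored by 4-MU fluorescence after 40 min at 37C, pH 5.0, with 1 mM substrate. AC50s come from concentration-response fitted to the Hill equation.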
TexasRed fluor – alters Texas Red total fluorescence, flagging assay interference; TRb/SRC2 Texas Red total fluorescence interference; Potency, µM (doses to about 106 µM), for the others: at the top dose fluorescence change, negative = quenching; hit rate 0.29% among 280,000; active = well fitted curve in either direction with a large enough effect; inconclusive = small, poorly fitted or top-dose-only effect
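Human TRβ ligand-binding domain (0.6 uM) and Texas Red SRC2 peptide (20 nM) in Tris buffer with 1 uM T3 and 5% DMSO were incubated with pinned compound for 5 hr at ambient temperature. Total fluorescence was computed as S + 2P (555/632 nm).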
Tau FP inhib – tau fibrillization inhibition (FP) | hit rate 0.39% among 280,000 | P10636 | K18 P301L tau heparin fibrillization, Alexa594 FP, 6 h | Potency, µM (highest dose often 57.7 µM), without a hit: at the top dose activity, negative = inhibition, usual class: inhibitors; also: nearly all actives have a fitted effect of over 55% in size
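Compound effects on tau fibrillization are measured by Alexa 594 fluorescence polarization (ex 555, em 632 nm). K18 P301L tau is used at 15 uM with 0.24 uM labeled tracer, and 20 uM heparin induces aggregation over 6 hr at 37 C.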
ALDH1A1 inh – ALDH1A1 (human) enzyme inhibition | hit rate 7.3% among 220,000 | Potency, µM (series often up to 75.3 µM), inactives show at the top dose activity, negative = inhibition, actives largely listed as inhibitors | Purified ALDH1A1, NADH fluorescence, propionaldehyde substrate; active = well fitted inhibition curve with a large enough effect, not every such curve was filed as active; inconclusive = small, poorly fitted or top-dose-only effect, or another doubt; inactive = no such curve, though single readings can be large or run the other way;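 also: plate controls were no enzyme wells and a reference inhibitor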
Target sequence (P00352 whole entry, looked up): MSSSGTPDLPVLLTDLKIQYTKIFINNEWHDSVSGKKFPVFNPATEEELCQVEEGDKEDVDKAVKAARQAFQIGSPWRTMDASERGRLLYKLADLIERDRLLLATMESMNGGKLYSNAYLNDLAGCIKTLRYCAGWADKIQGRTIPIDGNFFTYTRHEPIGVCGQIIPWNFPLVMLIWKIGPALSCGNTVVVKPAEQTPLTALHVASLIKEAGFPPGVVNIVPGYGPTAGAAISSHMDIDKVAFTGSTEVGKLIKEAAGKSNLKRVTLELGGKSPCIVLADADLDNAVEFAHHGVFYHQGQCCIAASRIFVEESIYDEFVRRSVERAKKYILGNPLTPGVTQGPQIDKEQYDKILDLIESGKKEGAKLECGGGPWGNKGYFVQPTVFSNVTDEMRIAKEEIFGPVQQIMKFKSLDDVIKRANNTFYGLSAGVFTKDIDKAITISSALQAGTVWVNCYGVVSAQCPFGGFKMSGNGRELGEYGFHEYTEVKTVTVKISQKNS
TRb SRC2 PPI – disrupts binding of human TR beta to SRC2 | hit rate 0.065% among 280,000 | P10828 | TRbeta-SRC2 peptide binding, fluorescence polarization; receptor liganded with 1 µM T3 | Potency, µM (series often up to 106 µM), for the others: at the top dose activity change, negative = inhibition, most hits filed as inhibitors;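 also: plate controls were bound peptide for no effect and peptide without receptor for full effect; nearly all actives have a fitted effect of over 50% in size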
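Quantitative HTS by FP: 0.6 uM TRb LBD, 20 nM labeled SRC2 20-mer, 1 uM T3, 5% DMSO; 5 hr ambient incubation; % activity per concentration and potencies from concentration series.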
L3MBTL1 inh – blocks human L3MBTL1; Potency, µM (series often up to 57.1 µM), for inactives: at the top dose activity, negative = inhibition, most hits filed as inhibitors; Q9Y468; hit rate 0.66% among 230,000; AlphaScreen L3MBTL1–H3K9me1 peptide binding; also: nearly all actives have a fitted effect of over 60% in size
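L3MBTL1 50 nM + b-AHA-H3(1-15)K9me1 75 nM, 30 min RT; compound added, 30 min RT; streptavidin donor/Ni-chelate acceptor beads 10 ug/mL each final, 30 min RT dark; AlphaScreen read.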
Starred values were filed as active, the others as inactive; u = inconclusive; x = no result given; [ ] = remark or other dose. Unless noted, calls follow the shape of the dose curve; as a rule, active = well fitted curve in the direction sought with a large enough effect; inconclusive = small, poorly fitted or top-dose-only effect, or another doubt; inactive = no such curve, though single readings can be large; an effect the other way counts as inactive or inconclusive. Unless noted, % is scaled to controls: 0 for no effect and ±100 for the full control effect; potency is read from the fitted curve at half-maximal effect.

Field names – A = Tau fluor counter; B = Tau ThT inhib; C = aGal spleen mod; D = TexasRed fluor; E = Tau FP inhib; F = ALDH1A1 inh; G = TRb SRC2 PPI; H = L3MBTL1 inh
SMILES: CSc1nc(N)c2ncn([C@@H]3O[C@H](COP(=O)(O)OP(=O)(O)OP(=O)(O)O)[C@@H](O)[C@H]3O)c2n1
  A: -4%	B: 1%	C: -6%	D: 0%	E: -1%	F: 7%	G: 0%	H: x
SMILES: Cc1nn2c(-c3cccc(NC(=O)c4ccco4)c3)nnc2c2ccccc12
  A: -17%	B: u	C: -13%	D: -3%	E: 5%	F: -16%	G: u	H: -7%
SMILES: Cc1ccc(NC(=O)CCNCc2ccco2)cc1S(=O)(=O)N(C)C
  A: -2%	B: -4%	C: 2%	D: -1%	E: 4%	F: 16µM*	G: 7%	H: -6%
SMILES: Cc1nn(C(=O)N2CCOCC2)c(C)c1C
  A: 6%	B: 0%	C: -6%	D: 1%	E: -3%	F: -5%	G: 5%	H: -17%
SMILES: CC(=O)NCCc1nc2ccccc2n1Cc1ccc(Cl)cc1
  A: -11%	B: -3%	C: 0%	D: -1%	E: 1%	F: 13%	G: 3%	H: -2%
SMILES: CN(C)S(=O)(=O)c1ccc2oc(SCC(=O)NCC(F)(F)F)nc2c1
  A: 0%	B: -1%	C: 17%	D: 1%	E: 0%	F: u	G: 3%	H: -11%
SMILES: S=C1NC(c2ccccc2)=NCN1c1ccc(Cl)cc1
  A: -18%	B: -18%	C: -6%	D: 0%	E: -1%	F: 6%	G: 0%	H: x
SMILES: COc1cc(C2c3c(-c4c(C)cc(C)cc4O)n[nH]c3C(=O)N2CCO)cc(OC)c1OC (stereo unspecified)
  A: -4%	B: 2%	C: x	D: 0%	E: -6%	F: x	G: 3%	H: x
SMILES: COc1cc2cc(C(c3nnnn3C(C)(C)C)N3CCc4ccccc43)c(=O)[nH]c2cc1OC (stereo unspecified)
  A: -19%	B: -5%	C: 10%	D: 0%	E: 3%	F: -11%	G: -13%	H: -1%
SMILES: CCNC(=S)N1CCC(c2nc3cc(C)c(C)cc3[nH]2)CC1
  A: 8%	B: -1%	C: -3%	D: 1%	E: 11%	F: 4%	G: -13%	H: 3%
SMILES: CC(C)CCn1cnc2c(c1=O)c1nc3ccccc3nc1n2Cc1ccc2c(c1)OCO2
  A: 0%	B: -3%	C: 8%	D: -5%	E: 1%	F: u	G: 9%	H: -2%
SMILES: CCC(C)Sc1nc2c(cnn2-c2ccc(C)cc2)c(=O)[nH]1 (stereo unspecified)
  A: 5%	B: 7%	C: 5%	D: -3%	E: -6%	F: 10%	G: -4%	H: 5%
SMILES: Cc1c(NC(=O)CN2CCN(c3ccc(O)cc3)CC2)c(=O)n(-c2ccccc2)n1C
  A: -18%	B: u	C: 0%	D: -2%	E: u	F: u	G: -3%	H: -6%
SMILES: CC(C)Sc1nnc(Nc2ccccc2)s1
  A: -24%	B: -11%	C: 3%	D: -1%	E: 7%	F: -2%	G: -5%	H: 4%
SMILES: O=C(NCc1ccccn1)c1ccc(Cl)c(S(=O)(=O)N2CCCCC2)c1
  A: -8%	B: -4%	C: -4%	D: -1%	E: -5%	F: -5%	G: -7%	H: 4%
SMILES: CC(C)N1C(=O)C2C(C(=O)NC3CCCCC3)C3C=CC2(O3)C1C(=O)NC1CCCC1 (stereo unspecified)
  A: -1%	B: -2%	C: 1%	D: 2%	E: -1%	F: 6%	G: -17%	H: -22%[11.4 µM]
SMILES: CCCn1c(SCC(=O)N2CCCc3ccccc32)nnc1-c1ccccn1
  A: -3%	B: -4%	C: -7%	D: -5%	E: 2%	F: u	G: -14%	H: -5%
SMILES: CCCC(c1nnnn1CC(=O)OCC)N(Cc1cc2c(C)cc(C)cc2[nH]c1=O)C1CCCC1 (stereo unspecified)
  A: -8%	B: u	C: 2%	D: -3%	E: 5%	F: 8.9µM*	G: -3%	H: -2%
SMILES: O=C(CSCc1cnn(-c2ccccc2)c1-n1cccc1)NCc1ccccc1Br
  A: -5%	B: -16%	C: x	D: 1%	E: -5%	F: x	G: 5%	H: x
SMILES: CC1=CC[C@@]2(CO)COC(c3ccccc3O)C1C2 (stereo partly specified)
  A: -6%	B: -2%	C: -1%	D: -2%	E: -6%	F: u	G: -3%	H: x
SMILES: O=C(Cn1ncc2c(=O)oc3ccccc3c21)N1CCCc2ccccc21
  A: -11%	B: -10%	C: 6%	D: -3%	E: -6%	F: u	G: -3%	H: -5%
SMILES: O=C(OC1CCS(=O)(=O)c2sccc21)c1ccccc1 (stereo unspecified)
  A: -7%	B: -4%	C: -7%	D: 0%	E: -6%	F: 22µM*	G: 3%	H: 2%
SMILES: CCCCc1nc(N2CCOCC2)c(C#N)c2c1COC(C)(C)C2
  A: -15%	B: -6%	C: 7%	D: -4%	E: -4%	F: u	G: -4%	H: 4%[11.4 µM]
SMILES: Cc1ccc(C(=O)N2CCN=C2SCc2ccc([N+](=O)[O-])cc2)cc1C
  A: -15%	B: u	C: 1%	D: -1%	E: 7%	F: -9%	G: 3%	H: 7%
SMILES: CC(C)CNc1c(N)n(CC(C)C)c(=O)[nH]c1=O
  A: -8%	B: -8%	C: 0%	D: 1%	E: -3%	F: u	G: -6%	H: -2%
SMILES: Cc1ccc(-c2n[nH]c3c2CCC3)cc1
  A: -21%	B: u	C: -22%	D: -2%	E: u	F: -6%	G: -17%	H: x
SMILES: COc1ccc(C2C(C(=O)NCC3CCCO3)c3cc(OC)c(OC)cc3C(=O)N2C)cc1OC (stereo unspecified)
  A: -4%	B: -10%	C: -5%	D: -4%	E: -4%	F: 10%	G: -4%	H: -8%
SMILES: C/C(=N\NC(=O)c1ccc(C)cc1)C1C(=O)c2ccccc2C1=O
  A: u	B: 5µM*	C: -5%	D: -14%	E: 7%	F: u	G: 1%	H: -8%
SMILES: Cn1c(=O)n(CCOc2ccc(Cl)cc2Cl)c2ccccc21
  A: -6%	B: -7%	C: 7%	D: -4%	E: 2%	F: 10%	G: 0%	H: x
SMILES: COc1ccccc1-c1cc(C(F)(F)F)nc(S(=O)(=O)CCCC(=O)N2CCOCC2)n1
  A: 17%	B: 0%	C: -4%	D: 1%	E: 3%	F: -11%	G: -1%	H: x

Of the compounds above, 4 contain a Cl atom:
Field names – A = Tau fluor counter; B = Tau ThT inhib; C = aGal spleen mod; D = TexasRed fluor; E = Tau FP inhib; F = ALDH1A1 inh; G = TRb SRC2 PPI; H = L3MBTL1 inh
SMILES: CC(=O)NCCc1nc2ccccc2n1Cc1ccc(Cl)cc1
  A: -11%	B: -3%	C: 0%	D: -1%	E: 1%	F: 13%	G: 3%	H: -2%
SMILES: S=C1NC(c2ccccc2)=NCN1c1ccc(Cl)cc1
  A: -18%	B: -18%	C: -6%	D: 0%	E: -1%	F: 6%	G: 0%	H: x
SMILES: O=C(NCc1ccccn1)c1ccc(Cl)c(S(=O)(=O)N2CCCCC2)c1
  A: -8%	B: -4%	C: -4%	D: -1%	E: -5%	F: -5%	G: -7%	H: 4%
SMILES: Cn1c(=O)n(CCOc2ccc(Cl)cc2Cl)c2ccccc21
  A: -6%	B: -7%	C: 7%	D: -4%	E: 2%	F: 10%	G: 0%	H: x

Next part
Field names – A = Tau fluor counter; B = Tau ThT inhib; C = aGal spleen mod; D = TexasRed fluor; E = Tau FP inhib; F = ALDH1A1 inh; G = TRb SRC2 PPI; H = L3MBTL1 inh
SMILES: OC1CCCN(C(=S)Nc2ccc(SC(F)F)cc2)C1 (stereo unspecified)
  A: -6%	B: 0%	C: -1%	D: 6%	E: -1%	F: -6%	G: 0%	H: 12%
SMILES: Cc1cc(OCC(=O)N2CCOCC2)c(C(C)C)cc1Cl
  A: 1%	B: 3%	C: 2%	D: -8%	E: -9%	F: 8%	G: -2%	H: 1%[11.4 µM]
SMILES: CCOc1ccc(NC(=O)N(Cc2ccc(CC)cc2)Cc2cn[nH]c2-c2ccc(OC)cc2)cc1
  A: -11%	B: 2%	C: x	D: 1%	E: 0%	F: x	G: -5%	H: x
SMILES: COc1ccc(N/C=C\C(=O)c2ccc(Br)cc2)cc1OC
  A: -10%	B: 3.2µM*	C: -2%	D: -2%	E: 0%	F: -1%	G: 10%	H: -1%
SMILES: CC(C)C(=O)N=c1sc2cccc(F)c2n1C
  A: -10%	B: -7%	C: 7%	D: -1%	E: 4%	F: x	G: 6%	H: 9%
SMILES: CC(=O)Nc1ccc(C(=O)CSc2ncn(-c3ccccc3)n2)cc1
  A: -10%	B: -13%	C: -1%	D: 0%	E: -7%	F: u	G: 14%	H: x
SMILES: CCCOC1OC(=O)c2c1ccc(OC)c2OC (stereo unspecified)
  A: -2%	B: 4%	C: 0%	D: 1%	E: u	F: -5%	G: -17%	H: 5%
SMILES: Cc1noc(C)c1N=Nc1ccccc1C(=O)O
  A: -10%	B: -5%	C: -3%	D: -8%	E: -8%	F: 10%	G: 8%	H: x
SMILES: CCCS(=O)(=O)c1c(S(=O)(=O)CCC)c2cnccn2c1C(=O)c1ccc(Cl)cc1
  A: -21%	B: -13%	C: 1%	D: -6%	E: 2%	F: 1%	G: -4%	H: x
SMILES: COc1cc2ccccc2cc1C(=O)N1CCN(C)CC1
  A: -13%	B: -11%	C: -3%	D: 1%	E: -1%	F: u	G: 1%	H: x
SMILES: Cc1cc(C)c(NC(=O)C2CCCN2CCOC(=O)c2cccc([N+](=O)[O-])c2)c(C)c1 (stereo unspecified)
  A: -13%	B: u	C: -11%	D: 4%	E: -3%	F: 40µM*	G: 0%	H: -1%
SMILES: COc1ccccc1C(=O)Nc1ccc(CN2CCCCC2)cc1
  A: 0%	B: 7%	C: -3%	D: -4%	E: 4%	F: 3%	G: -1%	H: 4%
SMILES: CCOC(=O)c1c(NC(=O)CSc2cn(CCNC(=O)c3ccccc3F)c3ccccc23)sc2c1CCCC2
  A: u	B: -9%	C: x	D: u	E: -20%	F: x	G: 0%	H: x
SMILES: COC(=O)c1cc(NS(=O)(=O)c2ccc(N3CCC(C)CC3)c([N+](=O)[O-])c2)cc(C(=O)OC)c1
  A: u	B: u	C: -3%	D: 2%	E: -7%	F: -6%	G: 9%	H: -22%
SMILES: CCCN(C(=O)c1nn(-c2ccc(C)cc2)c(=O)c2c1c1ccccc1n2C)c1ccccc1C
  A: -14%	B: -7%	C: x	D: -2%	E: -12%	F: x	G: -2%	H: x
SMILES: COc1ccc(NC(=S)N2CCC(N(C)CC3CCCO3)CC2)cc1 (stereo unspecified)
  A: -9%	B: -14%	C: 3%	D: 0%	E: 0%	F: -1%	G: -6%	H: -3%
